Screens (PubChem BioAssay)
Dyrk1A ADPGlo: blocks rat Dyrk1A kinase activity | ADP-Glo luminescence, NFATc1 peptide | inhibition, % at 12.5 µM | 0.43% of 310,000 active; in the data active = inhibition above about 50%;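 also: plate controls were vehicle with enzyme for no effect and no enzyme for full effect; many of its hits are not listed in these tables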
HDAC3 inh: inhibitors of human histone deacetylase 3 | O15379 | recombinant HDAC3, fluorogenic peptide/trypsin coupled, fluorescence | inhibition, % at 8.3 µM | 0.15% of 320,000 active | AID 2718; in the data active = inhibition above about 26%, passing the limit was not always enough; inconclusive = no clear call, values can overlap the other calls
ANO1 activ: activates or potentiates the mouse TMEM16A chloride channel; HEK293 TMEM16A/YFP-H148Q/I152L, iodide quench fluorescence; active compounds read low; Q8BHY3; 0.3% of 340,000 active; AID 623877; B-score at 10 µM;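 active = fluorescence-ratio B-score plate-corrected deviation score at least 3 library SD below zero, with starting fluorescence score within 5 deviations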;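 also: channel opened by trigger with iodide after compound preincubation; score built on the fluorescence ratio of max minus min over baseline; more negative score means more quench and so TMEM16A activation or potentiation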
Target sequence (Q8BHY3 whole entry, looked up): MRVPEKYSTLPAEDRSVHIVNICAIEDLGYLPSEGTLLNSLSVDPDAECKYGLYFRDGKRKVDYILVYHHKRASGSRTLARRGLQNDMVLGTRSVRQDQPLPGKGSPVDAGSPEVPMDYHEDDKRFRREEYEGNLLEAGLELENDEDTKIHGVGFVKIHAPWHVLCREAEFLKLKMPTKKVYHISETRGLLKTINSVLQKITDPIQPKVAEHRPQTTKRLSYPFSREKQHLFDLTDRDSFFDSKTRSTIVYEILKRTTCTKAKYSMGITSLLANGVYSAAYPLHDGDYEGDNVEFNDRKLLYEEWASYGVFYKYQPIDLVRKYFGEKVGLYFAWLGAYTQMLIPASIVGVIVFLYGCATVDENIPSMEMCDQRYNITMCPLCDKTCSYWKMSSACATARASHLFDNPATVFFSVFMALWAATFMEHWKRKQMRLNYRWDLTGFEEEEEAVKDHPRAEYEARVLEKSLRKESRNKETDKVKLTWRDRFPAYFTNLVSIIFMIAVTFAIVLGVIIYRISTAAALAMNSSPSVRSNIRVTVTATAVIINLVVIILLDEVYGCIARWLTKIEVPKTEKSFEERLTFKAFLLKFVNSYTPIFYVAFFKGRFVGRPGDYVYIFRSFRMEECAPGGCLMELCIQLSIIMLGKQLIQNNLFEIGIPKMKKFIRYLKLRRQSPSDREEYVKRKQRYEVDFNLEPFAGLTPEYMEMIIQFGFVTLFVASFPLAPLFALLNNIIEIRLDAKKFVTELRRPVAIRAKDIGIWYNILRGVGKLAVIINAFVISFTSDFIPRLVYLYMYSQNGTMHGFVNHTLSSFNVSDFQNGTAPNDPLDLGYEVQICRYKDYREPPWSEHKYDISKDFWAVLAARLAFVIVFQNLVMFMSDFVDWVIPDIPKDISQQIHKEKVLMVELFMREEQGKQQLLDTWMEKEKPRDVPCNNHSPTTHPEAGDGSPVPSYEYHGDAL
KCNK3 inh: human KCNK3 channel inhibition, primary screen; B-score at 10 µM; CHO-KCNK3 thallium flux, FluxOR fluorescence; active compounds read low; 0.84% of 340,000 active;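 active = B-score under library mean minus 4 SD, starting fluorescence ratio at most library mean plus 5 SD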;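 also: more negative B-score means stronger inhibition of thallium flux through KCNK3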
hERG protect: hERG (human) protection from proarrhythmic block. CHO-hERG, FluxOR thallium flux, dofetilide IC70 present. 0.51% of 310,000 active. activation (rescue from dofetilide block), less the hit threshold, % at 10 µM;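 active = activation above the mean of controls blocked by dofetilide plus 5 SD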;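 also: thallium influx through hERG after potassium depolarization seen as dye fluorescence rise; in these data hits start at about 4.7%; inactives centre near -7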
KCNK9 inh: blocks the human KCNK9 two-pore domain potassium channel | AID 488922 | 1.2% of 310,000 active | Q9NPC2 | B-score at 10 µM | HEK293 KCNK9, FluxOR thallium flux fluorescence; active compounds read low;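 active = ratio B-score over 3 SD below the library mean, with starting fluorescence within 5 SD of its mean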;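 also: negative B-score means less thallium flux so channel inhibition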
KCNQ1 inh: inhibitors of human KCNQ1 potassium channel; P51787; AID 2642; B-score at 10 µM; 1.3% of 310,000 active; CHO-K1 KCNQ1, FluxOR thallium flux fluorescence; active compounds read high;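 active = compounds whose thallium flux B-score, printed positive for inhibition, exceeds three library SD while starting fluorescence stays within three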;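 also: channel opened by potassium depolarization with thallium stimulus after 20 min compound exposure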
TRPC4 PAM: TRPC4 (mouse) allosteric potentiation; B-score at 10 µM; HEK293 TRPC4beta/mu-opioid, DAMGO EC20, Fluo-4 Ca2+ flux; active compounds read high; AID 2227; 0.42% of 310,000 active; Q9QUQ5;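 active = B-score of calcium response area above 5 SD of library B-scores, with initial fluorescence ratio within 5 SD of library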;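 also: B-score of integrated fluorescence ratio over time as area under calcium response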
TRPC4 act: TRPC4 (mouse) channel activation; Q9QUQ5; HEK293 TRPC4beta/mu-opioid, Fluo4 calcium fluorescence; active compounds read high; 0.49% of 310,000 active; AID 2237; B-score at 10 µM;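 active = B-score above 5 SD of library B-scores, and initial fluorescence ratio not above library mean plus 5 SD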;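 also: positive B-score marks a calcium rise read as TRPC4 activation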
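Incubation: 45 min room-temperature Fluo4 loading, 110 s read / System: HEK293 cells stably co-expressing mouse TRPC4beta and mu-opioid receptor / Signal: Fluo4 fluorescence, kinetic / Control set: buffer (low) and maximal DAMGO (high) / Measure: integrated baseline-normalised fluorescence ratio, converted to per-well B score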
TMEM16A inh: blocks the mouse calcium-activated chloride channel TMEM16A. normalized B-score (activity score, 25-100; higher = stronger inhibition) at 10 µM. AID 588511. HEK293 TMEM16A/YFP iodide influx fluorescence, ionomycin. 1.2% of 310,000 active. Q8BHY3;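 active = ratio plate-corrected score three or more library SD toward inhibition, starting fluorescence score within five deviations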;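 also: score derived from kinetic fluorescence span divided by baseline fluorescence per well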
KCNQ1 act: potentiators or activators of human KCNQ1 potassium channel; P51787; CHO-K1 KCNQ1, thallium flux FluxOR fluorescence; active compounds read high; B-score at 10 µM; 0.35% of 310,000 active; AID 2648;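 active = fluorescence ratio B-score, a plate-corrected score, at least three library SD, with initial intensity B-score within 5 SD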
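Test system: CHO-K1 cells stably expressing KCNQ1 / Medium: assay buffer / Also added: depolarizing K+/Tl+ stimulus, K2SO4 and Tl2SO4 each 12.5 mM in 5x stock / Incubation: 90 min dye loading and 20 min compound exposure, both at room temperature / Signal: thallium influx via FluxOR fluorescence, kinetic imaging / Evaluation: B score of baseline-normalized fluorescence ratio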
Active calls of the source: *; i = inactive; u = inconclusive; x = not tested or not shown.

nr	SMILES	Dyrk1A ADPGlo	HDAC3 inh	ANO1 activ	KCNK3 inh	hERG protect	KCNK9 inh
1	N#Cc1ccc(-c2csc(-c3ccno3)n2)cc1	x	-5	i	i	-7	i
2	Cc1sc2ncn3cnnc3c2c1C	18	1	i	i	-2	i
3	CC(=O)c1ccc2c(c1)OCCOCCOCCOCCOCCO2	x	-3	i	i	-2	i
4	COC(=O)C1=C(N)Oc2cc(C)n(Cc3cccnc3)c(=O)c2C1c1ccc(OC)c(OC)c1 (stereo not drawn)	-1	0	i	i	-12	i
5	CC(=O)N1CCN2C(=O)C1CCCC(=O)c1cc(C)ccc12 (stereo not drawn)	-3	-2	i	i	-7	i
6	CC(=O)c1cccc(NC=C2C(=O)OC3(CCCCC3)OC2=O)c1	5	-1	i	i	-12	i
7	Cc1cccc(C(=O)NC(CC(=O)O)c2ccc(OC3CCCC3)cc2)c1[N+](=O)[O-] (stereo not drawn)	10	-3	i	i	-5	i
8	CC[C@H](C)C(N)c1cn(C(CCCN=C(N)N)C(=O)N2CCNCC2)nn1 (stereo partly drawn)	14	-2	i	i	x	x
9	CC(OC(=O)CCN=C1NS(=O)(=O)c2ccccc21)C(=O)NCc1ccccc1 (stereo not drawn)	6	3	i	i	-7	i
10	CCCc1nc2ccccc2c(C(=O)OCC(=O)Nc2cccc(S(=O)(=O)N3CCOCC3)c2)c1CC	14	-2	i	i	-30	i

nr	KCNQ1 inh	TRPC4 PAM	TRPC4 act	TMEM16A inh	KCNQ1 act
1	i	i	i	i	i
2	i	i	i	i	i
3	i	i	i	i	i
4	i	i	i	i	i
5	i	i	i	i	i
6	i	i	i	i	i
7	i	i	i	i	i
8	x	x	x	i	x
9	i	i	i	i	i
10	i	i	i	i	i

Next part, overlapping the part above by 5 compounds.
nr	SMILES	Dyrk1A ADPGlo	HDAC3 inh	ANO1 activ	KCNK3 inh	hERG protect	KCNK9 inh
6	CC(=O)c1cccc(NC=C2C(=O)OC3(CCCCC3)OC2=O)c1	5	-1	i	i	-12	i
7	Cc1cccc(C(=O)NC(CC(=O)O)c2ccc(OC3CCCC3)cc2)c1[N+](=O)[O-] (stereo not drawn)	10	-3	i	i	-5	i
8	CC[C@H](C)C(N)c1cn(C(CCCN=C(N)N)C(=O)N2CCNCC2)nn1 (stereo partly drawn)	14	-2	i	i	x	x
9	CC(OC(=O)CCN=C1NS(=O)(=O)c2ccccc21)C(=O)NCc1ccccc1 (stereo not drawn)	6	3	i	i	-7	i
10	CCCc1nc2ccccc2c(C(=O)OCC(=O)Nc2cccc(S(=O)(=O)N3CCOCC3)c2)c1CC	14	-2	i	i	-30	i
11	Cc1cccc(-c2nnc(SCC(=O)N3CCCC3)o2)c1	13	-2	i	i	-6	i
12	C=CCc1c(O)c(CC)cc2c(C)cc(=O)oc12	15	-316	i	i	-11	i
13	Cc1cccc(CC(=O)NCC(=O)NCc2cc(=O)n(C)c(=O)n2C)c1	-2	-4	i	i	-6	i
14	COc1ccc(-c2csc(Nc3ccc(C)cn3)n2)cc1	-1	0	i	i	-15	i
15	COc1cccc(NC(=O)[C@@H]2CCCN2C(=O)[C@@H]2Cc3ccccc3CN2C(=O)OC(C)(C)C)c1	-5	4	i	i	-5	i
16	C=CCN1C=C2C(=O)C(C)(OC(=O)c3ccco3)C(=O)C(C=C)=C2C=C1C1CC1 (stereo not drawn)	x	9	x	x	-11	i
17	O=c1c2c(nc3cc(-c4ccc(Cl)cc4)[nH]n13)CCS2	-2	-1	i	i	-8	i
18	COCCOc1cc(COC)nc(-c2cccc(C)c2)n1	x	4	i	i	-7	i
19	O=C(COC(=O)c1cccc(C(=O)OCC(=O)NC2CCCCC2)n1)NC1CCCCC1	3	1	i	i	-2	i
20	COc1ccccc1-c1nc(-c2ccc(C(=O)O)cc2)no1	4	-7	i	i	-5	i

nr	KCNQ1 inh	TRPC4 PAM	TRPC4 act	TMEM16A inh	KCNQ1 act
6	i	i	i	i	i
7	i	i	i	i	i
8	x	x	x	i	x
9	i	i	i	i	i
10	i	i	i	i	i
11	i	i	i	i	i
12	i	i	i	i	i
13	i	i	i	i	i
14	i	i	i	i	i
15	i	i	i	i	i
16	i	i	i	i	i
17	i	i	i	i	i
18	i	i	i	i	i
19	i	i	i	i	i
20	i	i	i	i	i

More records
nr	SMILES	Dyrk1A ADPGlo	HDAC3 inh	ANO1 activ	KCNK3 inh	hERG protect	KCNK9 inh
21	COc1ccc(OC)c(S(=O)(=O)NCCCc2ccccc2)c1	14	4	i	i	-4	i
22	Cc1cccn2c(=O)c(/C=C(\C#N)C(=O)NCc3ccco3)c(N3CCCCC3)nc12	6	1	i	i	-13	i
23	O=C(NCC1CCCN(Cc2nccs2)C1)c1cccc2ccccc12 (stereo not drawn)	-12	-3	i	i	-7	i
24	COc1cccc2sc(N(CCCN(C)C)C(=O)c3ccc(S(=O)(=O)N4CCCc5ccccc54)cc3)nc12	-7	3	i	i	-15	i
25	O=C(Nc1ncc(Cc2cccc(Cl)c2)s1)c1ccc([N+](=O)[O-])cc1	-1	-1	i	i	-6	i
26	COC(=O)C1CSC(C(=O)OC)N1C(=O)CN1CCN(c2ccccc2)CC1 (stereo not drawn)	2	0	i	i	-7	i
27	CCN(CC)C(=O)CSc1nc2ncc(Cl)cc2[nH]1	19	8	i	i	-8	i
28	O=C(c1cc(-c2ccc(Cl)cc2)n[nH]1)N1CCN(C(=O)c2ccco2)CC1	3	-2	i	i	-6	i
29	Cc1c(Cl)cccc1NC(=O)Nn1cnnc1	-9	2	i	i	-4	i
30	CCn1c(C)c(C(C)=O)c(N2CCN(c3ccccn3)CC2)nc1=S	-1	u	i	i	2	-6.7*

nr	KCNQ1 inh	TRPC4 PAM	TRPC4 act	TMEM16A inh	KCNQ1 act
21	i	i	i	i	i
22	i	i	i	i	i
23	i	i	i	i	i
24	i	i	i	i	i
25	i	i	i	i	i
26	i	i	i	i	i
27	i	i	i	i	i
28	i	i	i	i	i
29	i	i	i	i	i
30	i	i	i	i	i

Further records follow.
nr	SMILES	Dyrk1A ADPGlo	HDAC3 inh	ANO1 activ	KCNK3 inh	hERG protect	KCNK9 inh
31	S=C(c1c[nH]c2ccccc12)N1CCCC1	-3	-2	i	i	-3	i
32	CCc1cc(/C(Cc2ccc3ccccc3n2)=N\O)c(O)cc1O	5	4	i	i	-11	i
33	COc1cc(OC)cc(C(=O)NNC(=O)c2ccc(S(=O)(=O)N3CC(C)OC(C)C3)cc2)c1 (stereo not drawn)	-18	1	i	i	-9	i
34	COc1cc(CC(=O)OCC(=O)c2ccc3c(c2)OCCO3)cc(OC)c1OC	-2	0	i	i	-6	i
35	Cc1ccc(N(C(C)C(=O)N2CCCCC2)S(C)(=O)=O)cc1C (stereo not drawn)	1	4	i	i	-12	i
36	O=C(c1cn(CC(=O)N2CCCCC2)c2ccccc12)C1CC1	-1	2	i	i	-12	i
37	COc1ccc(/C=N/Nc2nc(-c3cccc(S(=O)(=O)N4CCCC4)c3)cs2)c(OC)c1	-5	-1	i	i	-6	i
38	CSCCC(NS(=O)(=O)c1cccc(C(F)(F)F)c1)C(=O)N(C)Cc1ccc2c(c1)OCCO2 (stereo not drawn)	-10	4	i	i	-22	i
39	O=C(COC(=O)c1ncc(Cl)c(Cl)c1Cl)Nc1ccccc1OC(F)F	-1	10	i	i	-14	i
40	CS(=O)(=O)Nc1ccc(S(=O)(=O)N2CCCC2)cc1	x	1	i	i	-7	i

nr	KCNQ1 inh	TRPC4 PAM	TRPC4 act	TMEM16A inh	KCNQ1 act
31	i	i	i	i	i
32	i	i	i	100*	i
33	i	i	i	i	i
34	i	i	i	i	i
35	i	i	i	i	i
36	i	i	i	i	i
37	i	i	i	i	i
38	i	i	i	i	i
39	i	i	i	i	i
40	i	i	i	i	i

Next part.
nr	SMILES	Dyrk1A ADPGlo	HDAC3 inh	ANO1 activ	KCNK3 inh	hERG protect	KCNK9 inh
41	O=C(c1nn2c(C(F)(F)F)cc(-c3cccs3)nc2c1Br)N1CCCc2ccccc21	0	-4	i	i	-2	i
42	Cc1ccc(-n2nc3c(=O)n(CC(=O)NCc4ccccn4)nc(C)c3c2C)cc1	-2	-8	i	i	-5	i
43	CN(C)C(CNC(=O)c1cccs1)c1cccnc1 (stereo not drawn)	-1	-4	i	i	-11	i
44	COc1ccc2nc(SCC(=O)Nc3ccccc3)[nH]c2c1	-2	2	i	i	-8	i
45	COc1ccc(N2C(=O)CSC2c2ccccc2F)c(OC)c1 (stereo not drawn)	-2	-2	i	i	-4	i
46	Cc1cc(C(F)F)nn1CC(=O)Nc1cc([N+](=O)[O-])ccc1F	11	8	i	i	-8	i
47	CCc1sc(C(=O)N2CCN(S(C)(=O)=O)CC2)cc1Br	8	-6	i	i	-11	i
48	CCN(CC)S(=O)(=O)c1ccc(N2CCCCC2)c(C(=O)Nc2ccccc2N2CCOCC2)c1	0	5	i	i	-8	i
49	COc1ccc(OC)c(-n2c(=S)[nH]c3c(sc(=S)n3-c3ccccc3C)c2=O)c1	-8	-1	i	i	-1	i
50	COc1ccccc1CCC(=O)OCC(=O)Nc1c(C)nn(-c2ccccc2)c1C	-4	x	i	i	-5	i

nr	KCNQ1 inh	TRPC4 PAM	TRPC4 act	TMEM16A inh	KCNQ1 act
41	i	i	i	i	i
42	i	i	i	i	i
43	i	i	i	i	i
44	i	i	i	i	i
45	i	i	i	i	i
46	i	i	i	i	i
47	i	i	i	i	i
48	i	i	i	i	i
49	i	i	i	i	i
50	i	i	i	i	i

The results go on.
nr	SMILES	Dyrk1A ADPGlo	HDAC3 inh	ANO1 activ	KCNK3 inh	hERG protect	KCNK9 inh
51	O=C(c1cc2cc(Br)cc(Br)c2oc1=O)N1CCOCC1	-3	u	i	i	-4	i
52	Cc1ccccc1-n1c(SCC(=O)Nc2ccccc2)nc2nc3c(cc2c1=O)CCCC3	1	6	i	i	-16	i
53	Cc1ccc(S(=O)(=O)N(C)CCCC(=O)N2CCCCC2)cc1	3	-6	i	i	-8	i
54	Cc1ccc(S(=O)(=O)Nc2cc(C(C)C)c(O)cc2C)cc1	0	5	i	i	-10	i

nr	KCNQ1 inh	TRPC4 PAM	TRPC4 act	TMEM16A inh	KCNQ1 act
51	i	i	i	i	i
52	i	i	i	i	i
53	i	i	i	i	i
54	i	i	i	i	i

The list is partial, so the mix of outcomes need not match the whole.
